HP1b chromo inh: HTS for Inhibitors of HP1-beta Chromodomain Interactions with Methylated Histone Tails. Potency, µM (top dose mostly 114 µM), inactives show top-dose activity change, negative = inhibition, hits mostly inhibitors. AID 540317, 2011. AlphaScreen HP1-beta / biotin-H3K9me3 peptide binding. Chromobox protein homolog 1 (Homo sapiens), P83916. hit rate 0.56% among 390,000; also: potency is read from the fitted curve at half-maximal effect; nearly all actives have a fitted effect of over 70% in size; inactives centre near 23
Target sequence (P83916 whole entry, looked up): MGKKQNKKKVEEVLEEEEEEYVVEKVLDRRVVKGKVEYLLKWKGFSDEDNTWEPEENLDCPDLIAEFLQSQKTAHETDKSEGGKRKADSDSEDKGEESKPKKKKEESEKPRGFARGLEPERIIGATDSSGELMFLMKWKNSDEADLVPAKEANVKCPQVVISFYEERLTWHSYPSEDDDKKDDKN
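HP1-beta protein (50 nM final) preincubated 30 min at room temperature with biotinylated H3(1-18)K9me3 peptide (50 nM) in PBS pH 7.4, 0.01% Tween-20, then compound added for 30 min. AlphaScreen streptavidin donor/nickel chelate acceptor beads (10 ug/mL final), 30 min dark, luminescence read.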
Pin1 inhibitor: qHTS Assay to Find Inhibitors of Pin1; Pin1 FP peptide displacement, HiFluor488, 10 min; hit rate 0.009% among 390,000; Potency, µM (highest dose often 115 µM), without a hit: at the highest dose activity, negative = inhibition, actives largely listed as inhibitors; AID 504891, 2011; active = well fitted inhibition curve with a large enough effect in the polarisation, with a control signal flat, not every such curve was filed as active; inconclusive = small, poorly fitted or top-dose-only effect, or effect the other way, or a change in a side signal; inactive = no such curve, though single readings can be large or run the other way; the % refers to the polarisation; also: potency is read from the fitted curve at half-maximal effect; % is scaled to controls: 0 for no effect and ±100 for the full control effect
Tb PGK inh: qHTS Assay to Find Inhibitors of Phosphoglycerate Kinase; Potency, µM (doses to about 57.5 µM), for inactives: at the top dose activity change, negative = inhibition, actives largely listed as inhibitors; Phosphoglycerate kinase, glycosomal (Trypanosoma brucei brucei), P07378; hit rate 0.043% among 380,000; AID 602233, 2012; PGK/GAPDH coupled, Kinase-Glo luminescence, 60 min; also: potency is read from the fitted curve at half-maximal effect; % is scaled to controls: 0 for no effect and ±100 for the full control effect; nearly all actives have a fitted effect of over 60% in size
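Luminescent ATP detection (Kinase-Glo Plus) follows a 60-minute room-temperature incubation, with wells lacking PGK as controls. Buffer: 100 mM TEA (pH 7.6), 5 mM MgCl2, 0.01% Tween-20. Coupling enzyme GAPDH (100 nM final) supplies unstable 1,3-BPG in-well.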
POLH inh: qHTS for Inhibitors of Polymerase Eta; DNA polymerase eta (Homo sapiens), Q9Y253; recombinant Pol eta, fluorescent DNA replication assay; Potency, µM (top dose mostly 114 µM), inactives show top-dose activity change, negative = inhibition, most hits filed as inhibitors; hit rate 1.2% among 390,000; AID 588591, 2011; also: potency is read from the fitted curve at half-maximal effect; % is scaled to controls: 0 for no effect and ±100 for the full control effect
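Pol eta (10 nM) was preincubated with compounds for 15 min at room temperature, after which fluorescent replication substrate (50 nM final) was added to start the reaction. Fluorescence was read kinetically at 0 and 10 min.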
BAZ2B block: qHTS Assay for Inhibitors of BAZ2B | Potency, µM (top dose mostly 114 µM), for the others: at the highest dose activity change, negative = inhibition, actives largely listed as inhibitors | AlphaScreen BAZ2B-H3K14Ac peptide displacement | hit rate 4.4% among 360,000 | AID 504333, 2011; also: potency is read from the fitted curve at half-maximal effect; % is scaled to controls: 0 for no effect and ±100 for the full control effect; nearly all actives have a fitted effect of over 60% in size
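BAZ2B (50 nM) with biotin-H3(5-23)K14Ac peptide (50 nM) in PBS pH 7.4, 0.01% Tween-20, preformed 30 min, then compound 30 min at room temperature; top concentration 110uM. AlphaScreen streptavidin donor/nickel chelate acceptor beads (10 ug/mL final), 20 min dark, signal read.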
G9a block: qHTS Assay for Inhibitors of Histone Lysine Methyltransferase G9a | Histone-lysine N-methyltransferase EHMT2 (Homo sapiens), Q96KQ7 | Potency, µM (top dose mostly 102 µM), for the others: at the top dose activity, negative = inhibition, actives largely listed as inhibitors | AID 504332, 2011 | hit rate 8.8% among 350,000 | G9a H3K9 monomethylation, AlphaScreen, 2 h; also: potency is read from the fitted curve at half-maximal effect; % is scaled to controls: 0 for no effect and ±100 for the full control effect; nearly all actives have a fitted effect of over 75% in size
Target sequence (Q96KQ7 913-1193 limits assumed): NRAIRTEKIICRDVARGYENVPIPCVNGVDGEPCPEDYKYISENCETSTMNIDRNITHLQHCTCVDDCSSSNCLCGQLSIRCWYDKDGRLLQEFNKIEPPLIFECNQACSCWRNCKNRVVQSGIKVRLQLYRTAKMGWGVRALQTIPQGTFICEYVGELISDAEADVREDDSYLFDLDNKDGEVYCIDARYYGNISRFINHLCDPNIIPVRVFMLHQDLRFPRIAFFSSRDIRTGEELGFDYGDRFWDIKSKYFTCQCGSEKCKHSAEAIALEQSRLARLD
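Enzyme 20 nM + cpd, 15 min RT; add b-H3K9 pep 500 nM / SAM 20 uM; 2 h RT; anti-H3K9me1 Ab 0.5 ug/mL + SA donor / anti-rabbit acceptor beads 20 ug/mL each, 10 min; AlphaScreen read.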
PI4K2A block: qHTS for small molecular inhibitors of PI4K2A; purified PI4K2A, ADP-Glo luminescence, 1 h; active compounds read low; activity change, negative = inhibition, % at 76.9 µM; hit rate 0.13% among 420,000; in the data active = activity change below about -50%; inconclusive = mostly about -30% to -49%;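 also: -100% = wells without enzyme as full effect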
Target sequence (Q9BTU6 whole entry, looked up): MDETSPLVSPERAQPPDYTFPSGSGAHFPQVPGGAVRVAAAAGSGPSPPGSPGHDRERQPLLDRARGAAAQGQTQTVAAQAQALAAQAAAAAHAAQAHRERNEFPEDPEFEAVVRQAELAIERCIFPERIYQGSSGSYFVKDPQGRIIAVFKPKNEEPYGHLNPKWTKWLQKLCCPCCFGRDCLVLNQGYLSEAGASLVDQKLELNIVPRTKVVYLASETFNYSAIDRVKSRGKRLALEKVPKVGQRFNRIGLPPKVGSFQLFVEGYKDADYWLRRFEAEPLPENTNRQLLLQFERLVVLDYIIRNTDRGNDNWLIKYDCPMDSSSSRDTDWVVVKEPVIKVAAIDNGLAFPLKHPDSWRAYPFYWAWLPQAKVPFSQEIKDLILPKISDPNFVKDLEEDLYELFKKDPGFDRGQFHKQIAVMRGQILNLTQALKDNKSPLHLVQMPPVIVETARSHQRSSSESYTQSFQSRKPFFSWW
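ADP-Glo luminescence measured ADP generated by PI4K2A enzyme (4 ug/mL before mixing) with 1.2 mM PI substrate (pre-mix) and 300 microM ATP (pre-mix). Tris pH7.5 buffer with MgCl2, Triton X-100; 1 h reaction at ambient temperature.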
JMJD2A Tudor: qHTS Assay for Inhibitors of JMJD2A-Tudor Domain. Lysine-specific demethylase 4A (Homo sapiens), O75164. AlphaScreen JMJD2A-Tudor / H3K4me3 peptide binding. Potency, µM (series often up to 114 µM), for the others: at the top dose activity change, negative = inhibition, actives largely listed as inhibitors. hit rate 4.4% among 390,000. AID 504339, 2011; also: potency is read from the fitted curve at half-maximal effect; % is scaled to controls: 0 for no effect and ±100 for the full control effect; nearly all actives have a fitted effect of over 50% in size
GLS inh: qHTS for Inhibitors of Glutaminase (GLS) | Glutaminase kidney isoform, mitochondrial (Homo sapiens), O94925 | AID 624170, 2012 | Potency, µM (titrated, usually from 45.5 µM), without a hit: top-dose activity change, negative = inhibition, actives largely listed as inhibitors | GLS enzymatic activity, qHTS titration | hit rate 0.21% among 410,000; also: potency is read from the fitted curve at half-maximal effect; % is scaled to controls: 0 for no effect and ±100 for the full control effect
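Two-point fluorescence kinetic (t0, 30 min RT) for hKGA; glutamate detected via glutamate oxidase–HRP–Amplex Red. Substrate: 1 mM L-glutamine solution; buffer 45 mM KH2PO4, pH 8.2.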
* marks the source's active call; other numbers are inactive results; i = inactive; ? = inconclusive; . = no result given; & = joins results of further samples; [ ] = remark or other dose. Unless noted, calls follow the shape of the dose curve; as a rule, active = well fitted curve in the direction sought with a large enough effect; inconclusive = small, poorly fitted or top-dose-only effect, or another doubt; inactive = no such curve, though single readings can be large; an effect the other way counts as inactive or inconclusive. A portion of the library (hit frequency here may not be typical).

SMILES	HP1b chromo inh	Pin1 inhibitor	Tb PGK inh	POLH inh	BAZ2B block	G9a block	PI4K2A block	JMJD2A Tudor	GLS inh
COc1ccc(S(=O)(=O)N2CCC(C(=O)NCc3cccnc3)CC2)cc1Cl	26%	4%	i	?	5%	-6%	6	8%	3%
COc1ccc(C)cc1NC(=O)C(=O)NCCc1csc2nc(-c3ccccc3F)nn12	15%[57 µM]	2%	-9%	-14%	0%	7%[59 µM]	2	-20%	-1%
CC(=O)Nc1ccc(NC(=O)CC(c2ccccc2)c2ccccc2)cc1	34%	2%	-3%	-16%	8%	?	1	-3%	-4%
CC(C)(C)C1CCC(C(=O)Nc2ccc(N3CCOCC3)cc2N2CCOCC2)CC1 (stereo not drawn)	?	-1%	-3%	-11%	?	?	-2	?	15%
C=CCn1c(O)c(N=NC(=O)OCC)c2ccccc21	18%	6%	i	-17%	-27%	12%[59 µM]	-6	-18%	-10%
Cc1cccc(NC(=O)c2ccc3c(O)c(S(=O)(=O)c4ccccc4)c(=O)[nH]c3c2)c1C	-5%	-3%	-12%	4%	-24%	?	0	?	74%[activator]
Cc1ccc(OCc2nnc(SCc3cc(=O)[nH]c4ccccc34)n2-c2ccccc2)cc1	-38%	8%	-5%	-16%	-34%	?	-4	?	-1%
Cc1ccc(Cl)cc1NS(=O)(=O)c1ccc2c(c1)NC(=O)C(C)C(=O)N2 (stereo not drawn)	50%[activator]	-8%	-10%	-16%	-5%	25%	1	-8%	1%
CNc1n[nH]c(-c2ccccc2)n1	.	.	-4%	-15%	.	.	0	.	22%
CCOc1ccc(-n2c(Cc3cc(=O)[nH]c(=O)[nH]3)nnc2SCC(=O)Nc2nnc(C)s2)cc1	26%	-3%	-6%	-11%	-16%	-50%	3	-15%	6%
COc1cc(C2C3=C(CC(c4ccco4)CC3=O)Nc3ccccc3N2C(C)=O)cc(OC)c1OC (stereo not drawn)	11%	0%	-7%	?	?	?	2	?	5%
CCOC(=O)CNc1nc(Cl)nc(Nc2ccc(C)cc2)n1	20%	0%	i	-14%	1%	-1%	1	7%	-13%
COc1ccc(NC(=O)C2CCCN2C(=O)Oc2ccccc2)cc1 (stereo not drawn)	19%	0%	i	-8%	-24%	5%	0	-11%	5%
O=C(Nc1ccc(C(F)(F)F)cc1)C1CCN(c2cnccn2)CC1	35%&41%	0%&-5%	-6%&5%	-17%&-17%	-20%[57.1 µM]	5%[59 µM]	4&-3	-23%&-13%	5%&5%
CCc1ccc(-c2cc(C(=O)N/N=C/c3ccco3)[nH]n2)cc1	25%	0%	1%	-11%	3%	12%[59 µM]	-2	-7%	-6%
Cc1nc2nc[nH]n2c(=O)c1NC(=O)CC12CC3CC(CC(C3)C1)C2	23%&30%	0%&0%	-1%	0%&2%	-23%&-5%	-1%&1%[12.7 µM]	-1&-2	-30%&-9%	3%&6%
COc1ccc(-c2csc(N3CCN(c4cc(C)nc5ccccc45)CC3)n2)cc1OC	-17%	8%	1%	-8%	?	-104%[59 µM]	-5	-61%	5%
CCOC(=O)[C@@H]1[C@H]2COc3ccccc3[C@H]2N2C(=O)N(c3ccc(C(F)(F)F)cc3)C(=O)[C@]12C	38%	1%	-1%	-24%	-6%	20%	-1	-11%	1%
COCCNC(=O)c1nn(-c2ccc(C)cc2)c(=O)c2c1c1ccccc1n2C	20%	1%	.	.	.	-32%[59 µM]	-2	-20%	6%
CCCN(CCC)CCCNC(=O)C1CCC(CNS(=O)(=O)c2cccc3nsnc23)CC1 (stereo not drawn)	11%&26%	-5%&3%	-1%&-9%	-10%&-19%	1%&-12%	-31%[59 µM]	-7&1	-13%&-7%	-13%&-9%
O=C(Cn1c(CO)nc2ccccc21)NCc1ccc2c(c1)OCO2	20%	-16%	i	-10%	-2%	-8%	3	-7%	1%
COc1ccc(C(=O)N/N=C/c2ccc(OC)c(CN3CCc4cc(OC)c(OC)cc4C3C)c2)cc1 (stereo not drawn)	9%	-2%	-1%	-12%	-18%	-25%	4	-21%	-7%
CCOC(=O)c1c(C)[nH]c(C)c1C(=O)COC(=O)CNC(=O)C1CCCCC1	16%	-5%	2%	-8%	-6%	-29%	-2	-13%	-4%
O=C(O)c1nc(N2CCOCC2)nc(N2CCOCC2)n1	27%	-15%	.	-6%	6%	1%[59 µM]	-1	-29%	-13%
COc1cc(CN2CCN(Cc3ccccc3C(F)(F)F)CC2)cc(OC)c1OC	25µM*	-8%	-6%	-26%	20µM*	-18%[2.33 µM]	-1	0.79µM*	4%
O=S(=O)(NCc1ccco1)c1ccc2c(c1)Cc1ccccc1-2	4%	-2%	-9%	-4%	-17%	?	7	-19%	-3%
CCc1ccc(C(=O)CN2C(=O)NC3(CCOc4ccccc43)C2=O)s1 (stereo not drawn)	21%	-3%	i	-13%	4%	?	7	-16%	1%
O=C(O)CCCC(=O)N1CCN(c2nc(-c3ccccc3Cl)c3cc(Br)ccc3n2)CC1	104%[activator]	-2%	.	-15%	27%	44%	0	33%	-1%
COC(=O)c1cc(=O)n2c(sc3ccccc32)c1C#N	3%	?	-13%	-3%	-1%	?	-3	-9%	3%
Oc1ccc(C[C@H]2CNCCN2CC2CCCCC2)cc1	42%[activator]	-4%	10%	-22%	10%	0%[2.33 µM]	0	-23%	49%[activator]
O=C(c1cccc(Cl)c1)N1CCN(CCc2ccccn2)CC1	46%[activator]	-2%	i	-9%	-16%	-31%[59 µM]	1	-13%	-1%
COc1cc(CC(=O)NCC2CCCCC2)cc(OC)c1OC	28%	-1%	1%	-12%	3%	18%[0.501 µM]	6	-12%	-13%
O=C(Nc1ccc(N2CCOCC2)c(S(=O)(=O)Nc2cc(Cl)ccc2Cl)c1)c1cccnc1	13%	-1%	-8%	-10%	-24%	?	0	-6%	3%
CCCCn1c(N)c(N(CC)C(=O)c2cc(Br)ccc2Cl)c(=O)[nH]c1=O	34%	-4%	i	9%	-13%	4%	0	-9%	-2%
Cc1cc2nc(-c3ccc(SCc4ccccn4)nc3)[nH]c2cc1C	77%[activator]	53%[activator]	-7%	-26%	-33%	-26%	-5	?	?
CC1CCCN(CC(O)COCc2ccc3c(c2)OCO3)C1 (stereo not drawn)	12%	1%	-6%	9%	-36%	?	0	-2%	6%
O=C(Nc1ccc(N2CCN(C(=O)c3cccs3)CC2)cc1)c1ccccc1Cl	29%	-9%	-6%	-14%	-13%	-24%	5	-13%	0%
CC1Cc2ccccc2N1C(=O)Cn1cnc2c1c(=O)n(C)c(=O)n2C (stereo not drawn)	-3%	-1%	-11%	-10%	-37%	-2%	-1	-14%	-1%
COc1cc(N2CCCC2)c(OC)cc1/C=C(/C#N)c1cccc(F)c1	?	?	-11%	-24%	22µM*	?	-5	20µM*	-1%
COc1cc(NC(=O)CSc2nc3nc(C)c(Cc4ccc(C)cc4)c(C)n3n2)cc(OC)c1OC	-2%	0%	-6%	-14%	?	7%[59 µM]	3	-28%	-12%
CCOc1cccc(-c2nnc3sc(COc4ccc(Cl)cc4)nn23)c1	26%	-1%	-2%	1%	10%	20%	-2	3%	7%
COc1ccc(-n2nc(C(=O)N(C)c3cc(Cl)ccc3OC)c3c4ccccc4n(C)c3c2=O)cc1	-3%	-6%	.	.	.	-6%[59 µM]	2	-23%	2%
C/C(CC(=O)NCCCN1CCOCC1)=N\NC(=O)COc1cccc2ccccc12	42%[activator]	-3%	1%	-24%	-10%	-9%	3	-12%	8%
Cc1c(-c2cccc(Cl)c2)nc2ccccc2c1C(=O)OC/C(O)=C(\C#N)c1nc2ccccc2[nH]1	15%	?	-8%	?	-6%	-1%	-14	-18%	13%
COc1ccccc1CNC(=O)CCNS(=O)(=O)c1ccc2[nH]c(=O)oc2c1	1%	-8%	-4%	79µM*	3%	-2%	-4	40µM*	1%
CO/N=C/NC(=O)C1=NOC(CNc2ncc(C(F)(F)F)cc2Cl)C1 (stereo not drawn)	50%[activator]	-6%	-8%	-15%	8%	5%[59 µM]	-1	12%	1%
O=C(c1ccc2c(c1)OCO2)C1CCCN(Cc2ccc3nsnc3c2)C1 (stereo not drawn)	43%[activator]	?	7%	-28%	-11%	.	-1	-3%	-2%
CC1=CC(c2ccccc2)n2nc(N3C(=O)c4ccccc4C3=O)nc2N1 (stereo not drawn)	30%	3%	0%	-19%	-37%	-2%[12.7 µM]	7	-30%	16%

Sorted by value in POLH inh (smallest number first): 3 of the compounds above.
mol | POLH inh
CC(=O)Nc1ccc(NC(=O)CC(c2ccccc2)c2ccccc2)cc1 | -16%
CCc1ccc(-c2cc(C(=O)N/N=C/c3ccco3)[nH]n2)cc1 | -11%
CCCCn1c(N)c(N(CC)C(=O)c2cc(Br)ccc2Cl)c(=O)[nH]c1=O | 9%

High-throughput results as filed in PubChem BioAssay.
